Screening data as filed in PubChem BioAssay.
HTR5A inv ctr – inverse agonist of human HTR5A in OPRM1-OPRD1 counter-screen. HTR5A cell line, luminescence, inverse agonism. inhibition, % at 9.3 µM. AID 504634. P47898. 340,000 compounds, 0.083% hits; in the data active = inhibition mostly above about 23%, no sharp cut-off; inactive = mostly below about 18%;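 note: 0% = cells with DMSO and 100% = no-cell wells with DMSO; some compounds called inactive have numbers as strong as hits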
Target sequence (P47898 whole entry, looked up): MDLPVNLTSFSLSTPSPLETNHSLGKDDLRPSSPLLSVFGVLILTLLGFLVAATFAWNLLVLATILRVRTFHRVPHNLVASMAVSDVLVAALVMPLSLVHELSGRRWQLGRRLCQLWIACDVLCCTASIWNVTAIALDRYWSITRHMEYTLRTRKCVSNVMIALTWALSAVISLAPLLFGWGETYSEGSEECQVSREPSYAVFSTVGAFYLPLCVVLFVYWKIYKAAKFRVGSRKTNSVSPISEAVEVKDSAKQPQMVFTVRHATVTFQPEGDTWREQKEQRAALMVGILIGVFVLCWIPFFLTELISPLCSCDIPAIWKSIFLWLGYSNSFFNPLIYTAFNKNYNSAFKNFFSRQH
PKA-R1A activ – PKA-R1A complex activation; PKA-R1A dissociation, Cy5-IP20 fluorescence polarization; scaled: DMSO 0%, 113 µM cGMP 100%; activation, % at 11.4 µM; 340,000 compounds, 0.083% hits; AID 504707;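 active = percent activation above the mean of all tested compounds plus 3 SD, cut at about 19% in these data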;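 note: higher means more PKAc released from R1A so a rise in polarization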
PfHsp90 yeast 2 – inhibits growth of yeast expressing Plasmodium falciparum Hsp90; S. cerevisiae expressing PfHsp90, BacTiter-Glo ATP, 48 h; yeast lacking PDR1 and PDR3 efflux regulators; inhibition, % at 9.4 µM; 310,000 compounds, 0.32% hits; AID 504621;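 active = every replicate shows inhibition above about 80%, whatever the replicate mean, limit read from the data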;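 note: 0% = DMSO neutral controls and 100% = 20 µM radicicol positive controls; yeast relying on Plasmodium falciparum Hsp90 in place of its own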
MOR-DOR ag – OPRM1-OPRD1 heterodimerization agonism | P35372+P41143 | cells, luminescence | activation, % at 9.3 µM | 340,000 compounds, 0.3% hits | AID 504326; in the data active = activation above about 18%;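 note: 0% = vehicle-treated cells and 100% = reference agonist; values of inactives mirror those of a sister screen read the other way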
HTR5A ag ctr – activates human HTR5A in OPRM1-OPRD1 agonist counter-screen; AID 504692; 340,000 compounds, 0.61% hits; HTR5A agonist assay, luminescence, cell-based; P47898; activation, % at 9.3 µM; in the data active = activation mostly above about 9.5%, no sharp cut-off; inactive = mostly below about 7.6%;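 note: 0% = cells with vehicle only and 100% = reference agonist; strong numbers were not always called active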
phage Ecoli inh – E. coli growth loss with phage present | growth absorbance | inhibition, % at 11.9 µM | 360,000 compounds, 0.26% hits; in the data active = inhibition above about 11%
MOR-DOR inv ag – mu-delta opioid heterodimer inverse agonism | cell-based MOR-DOR heterodimer luminescence | 340,000 compounds, 0.21% hits | AID 504357 | P35372+P41143 | inhibition, % at 9.3 µM; in the data active = inhibition above about 22%, passing the limit was not always enough;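 note: 0% = cells with DMSO and 100% = wells without cells with DMSO; values of inactives mirror those of a sister screen read the other way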
DSG3 Ab inh – human desmoglein-3 autoantibody binding inhibition; binding (percent of control), % at 10 µM; P32926; AID 588358; 310,000 compounds, 0.48% hits; DSG3-coupled beads, scFv-anti-DSG3-GFP binding, flow cytometry; active compounds read low;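 active = binding more than 3 SD below its plate's average and above zero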;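 note: hits lower antibody fragment binding to DSG3; some compounds called inactive have numbers as strong as hits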
Mot1-301 SUMO – inhibitors of SUMOylation pathway: yeast Mot1-301 growth rescue | S. cerevisiae Mot1-301 growth rescue, ATP luminescence, 38.5C; percent above DMSO median, 100 means doubled | AID 2716 | growth rescue, % at 18.8 µM | 320,000 compounds, 1% hits;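 active = every valid replicate shows activation above 250% relative to neutral control wells; inactive = the rest, any valid replicate at or below 250%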;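 note: OY570 slx delta 5 strain wells were the positive control but not used for scaling; some compounds called inactive have numbers as strong as hits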
Ecoli viability – bacterial growth inhibition, counter-screen for AddAB inhibitors | E. coli V3065 growth, OD600 absorbance, 18 h | inhibition, % at 11.9 µM | 330,000 compounds, 0.27% hits | AID 449728;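 active = inhibition above the campaign's mean inhibition across all tested compounds plus 3 SD, cut at about 9.9% in these data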;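 note: uninfected addAB+ strain grown without phage in ampicillin broth; 0% = DMSO wells and 100% = ciprofloxacin 0.95 µg/ml wells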
AddAB inh – less growth of phage-infected E. coli with AddAB; inhibition, % at 11.9 µM; E. coli expressing H. pylori AddAB, absorbance growth; 330,000 compounds, 0.29% hits; AID 435030; in the data active = inhibition above about 12%;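 note: 0% = vehicle wells of infected cells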
Active calls of the source: *; nt = not tested or not shown. Compounds as they come; any-hit rate near 3.2%.

SMILES	HTR5A inv ctr	PKA-R1A activ	PfHsp90 yeast 2	MOR-DOR ag	HTR5A ag ctr	phage Ecoli inh	MOR-DOR inv ag	DSG3 Ab inh	Mot1-301 SUMO	Ecoli viability	AddAB inh
Cc1nnc(SCC(=O)NCc2ccco2)n1-c1ccccc1	-8	-3	2	-4.5	3	4.1	20	93	-13	-1.2	0.2
CC(C)c1ccc(-c2nc(N3CCCCCC3)nc3n[nH]c(N)c23)cc1	-12	-13	nt	5.1	8	3.5	-28	112	442	-1.1	-1.1
CC(C)N(C(=O)CN(C#N)c1nc(N(C)C)nc(N(C)C)n1)c1ccccc1	-14	2	13	0.3	10	1.6	-2	102	5	-1.0	1.4
COc1ccccc1CNC(=O)C1CCN(S(=O)(=O)c2ccc3c(c2)CC(C)N3C(C)=O)CC1 (stereo unspecified)	-2	-3	-6	-2.8	-1	-0.8	14	98	-14	0.1	1.0
COc1cccc(CN(C)C(=O)c2ccc(Cl)c(S(=O)(=O)N3CCCCCC3)c2)c1OC	0	-5	15	-0.3	0	0.1	2	98	nt	nt	nt
Nc1c(N(CCC2=CCCCC2)C(=O)COc2ccc(F)cc2Cl)c(=O)[nH]c(=O)n1Cc1ccccc1	0	5	nt	2.0	1	2.0	-8	98	nt	nt	nt
O=C(/C=C/c1ccccc1)COC(=O)c1ccccc1	-25	-1	0	1.1	6	3.2	-6	112	nt	nt	nt
O=C(NCCc1ccccc1)c1ccc2c(c1)S(=O)(=O)c1ccccc1C2=O	-6	-7	14	2.6	3	4.4	-14	101	-4	1.9	-1.0
O=C(COc1ccc(Br)cc1)NNC(=O)c1ccc(-n2cncn2)c([N+](=O)[O-])c1	-22	11	-10	0.3	9	1.3	-1	96	-11	2.6	3.9
COc1ccc(/C=C/C(=O)NCC(=O)N/N=C/c2ccc(OC)cc2)cc1	3	-5	60	0.6	-1	6.4	-5	107	18	2.1	3.5
Clc1ccc(Cn2ncc3c(N4CCCCC4)ncnc32)cc1	-11	1	-15	2.0	4	2.9	-12	107	-1	0.2	2.1
COc1ccc(OC)c(C2C(C(C)=O)=C(O)C(=O)N2c2ccc(O)cc2)c1 (stereo unspecified)	-15	0	-4	-1.8	1	2.0	10	97	-19	3.3	1.6
O=C(Nc1ccc(OCc2ccccc2)cc1)c1cccs1	11	-14	0	-0.7	3	4.6	4	109	-3	-0.9	0.1
COc1ccc(C2OC3=C(Nc4cc(C)c(C)cc4N3)C2=O)cc1 (stereo unspecified)	4	2	1	-0.4	-1	4.7	2	91	0	0.7	1.7
Cn1c(NCCO)nc2c(c1=O)C1(CCCCC1)Cc1ccccc1-2	-8	-2	-6	0.5	3	0.8	-3	99	-5	-2.2	2.3
CC(C)Nc1nc(NC(N)=S)nc(NC(C)C)n1	-1	-11	3	-2.0	-1	4.5	13	92	281	0.8	-0.5
CCOC(=O)NC(=O)CSc1nnnn1-c1ccc(Cl)cc1	11	-9	5	-1.5	3	2.4	9	99	306	2.2	1.0
Cc1c(C(=O)N(C)C2CC(C)(C)NC(C)(C)C2)oc2c(F)cccc12	6	-2	-10	-3.6	3	0.2	20	102	8	-1.9	-0.2
COc1cc(CC(=O)OCC(=O)NC(C)c2ccccc2)cc(OC)c1OC (stereo unspecified)	-3	-7	-3	-0.3	1	0.8	1	102	5	1.7	0.5
C=C(C)Cn1c(NCCC)nc2c1c(=O)n(C)c(=O)n2C	7	8	14	-1.2	-3	2.8	7	104	-14	-2.8	-4.0
CC(C)(C)C(=O)Cn1ncc(N2CCOCC2)c(Cl)c1=O	-18	2	-3	-1.8	5	1.8	10	90	6	-0.7	-0.4
Cc1cc(C)c(-c2cc(NC(=O)COC(=O)c3ccc(C#N)cc3)n(-c3ccccc3)n2)cc1C	7	0	-41	0.6	-3	2.8	-4	101	-13	0.9	-0.5
CCOc1ncccc1C(=O)OCC(=O)Nc1ccc(Cl)cn1	8	-8	nt	1.4	-2	4.6	-8	89	18	0.9	0.0
Cc1cccc(NC(=O)CN2C(=O)S/C(=C\C(=O)Nc3ccc(Cl)cc3)C2=O)c1	-21	1	-1	-0.8	-1	3.0	4	90	nt	-2.4	1.1

6 of the compounds above, with bars between the fields.
SMILES | HTR5A inv ctr | PKA-R1A activ | PfHsp90 yeast 2 | MOR-DOR ag | HTR5A ag ctr | phage Ecoli inh | MOR-DOR inv ag | DSG3 Ab inh | Mot1-301 SUMO | Ecoli viability | AddAB inh
Cc1cccc(NC(=O)CN2C(=O)S/C(=C\C(=O)Nc3ccc(Cl)cc3)C2=O)c1 | -21 | 1 | -1 | -0.8 | -1 | 3.0 | 4 | 90 | nt | -2.4 | 1.1
COc1ccc(/C=C/C(=O)NCC(=O)N/N=C/c2ccc(OC)cc2)cc1 | 3 | -5 | 60 | 0.6 | -1 | 6.4 | -5 | 107 | 18 | 2.1 | 3.5
COc1cc(CC(=O)OCC(=O)NC(C)c2ccccc2)cc(OC)c1OC (stereo unspecified) | -3 | -7 | -3 | -0.3 | 1 | 0.8 | 1 | 102 | 5 | 1.7 | 0.5
COc1ccc(C2OC3=C(Nc4cc(C)c(C)cc4N3)C2=O)cc1 (stereo unspecified) | 4 | 2 | 1 | -0.4 | -1 | 4.7 | 2 | 91 | 0 | 0.7 | 1.7
COc1cccc(CN(C)C(=O)c2ccc(Cl)c(S(=O)(=O)N3CCCCCC3)c2)c1OC | 0 | -5 | 15 | -0.3 | 0 | 0.1 | 2 | 98 | nt | nt | nt
CCOc1ncccc1C(=O)OCC(=O)Nc1ccc(Cl)cn1 | 8 | -8 | nt | 1.4 | -2 | 4.6 | -8 | 89 | 18 | 0.9 | 0.0

Carrying on:
SMILES	HTR5A inv ctr	PKA-R1A activ	PfHsp90 yeast 2	MOR-DOR ag	HTR5A ag ctr	phage Ecoli inh	MOR-DOR inv ag	DSG3 Ab inh	Mot1-301 SUMO	Ecoli viability	AddAB inh
COc1ccc(C(CC(=O)O)NC(=O)Cc2ccccc2)cc1 (stereo unspecified)	-11	7	-10	-1.5	-3	3.6	8	103	nt	1.4	0.5
Cc1cc(C)c(S(=O)(=O)N2CCN(C(=O)c3c(C)nn(-c4ccccc4)c3Cl)CC2)c(C)c1	2	-12	3	6.1	-1	-2.3	-24	97	nt	nt	nt
C=CCC1(CC=C)CCCN1C(=O)c1cc(COc2cccc(C(F)(F)F)c2)on1	-46	7	-5	0.1	-1	1.1	-1	105	-7	nt	nt
O=C(N/C(=C\c1cccnc1)C(=O)N1CCOCC1)c1ccco1	19	7	7	-2.5	-3	2.0	12	86	4	0.3	-2.7
CCN=C1S/C(=C\c2cc(Br)ccc2OCC(=O)OCC)C(=O)N1CC	4	9	4	-1.0	5	2.4	6	126	-3	-1.0	4.9
O=S(=O)(c1ccc(F)cc1)n1ccc(-c2cccc(OCc3ccc(Cl)cc3Cl)c2)n1	-15	-3	nt	-1.6	3	2.3	9	88	-7	-0.9	3.3
O=S(=O)(c1cccs1)N1CCc2ccccc2C1	-34	1	-16	-1.9	-2	2.2	12	88	1	0.5	0.3
COc1ccc(OC)c(N(CC(=O)NC2CC3CCC2C3)S(=O)(=O)c2ccccc2)c1 (stereo unspecified)	6	-2	-1	1.0	-4	-1.0	-5	108	2	-3.3	1.7
OC(COCc1ccccc1)CN1CCc2ccccc2C1 (stereo unspecified)	-4	-7	-4	-0.3	1	2.4	2	99	18	-0.7	3.6
Cc1cccc(N(C(=O)CCC(=O)Nc2nccs2)C(C(=O)NC(C)(C)C)c2ccc(O)cc2)c1 (stereo unspecified)	2	-7	6	-1.4	-1	4.3	7	80	7	0.7	3.8
COc1ccc(Cc2nnc(NC(=O)Nc3ccccc3OC)s2)cc1	-10	0	58	10	3	2.1	-46	106	-4	-2.3	-1.7
CNc1c(NS(=O)(=O)c2ccc(OC)cc2)c(=O)oc2ccccc12	-4	-8	20	3.3	1	2.6	-23	113	58	-0.5	1.5
CCn1c(SCc2ccc(C(=O)OC)o2)nc2sc3c(c2c1=O)CCCC3	-5	-1	9	1.5	-1	0.5	-8	95	16	-0.8	1.0
CC1Cn2c(nc3sc4c(c3c2=O)CCC4)N1CCO (stereo unspecified)	12	8	nt	-2.0	-5	1.2	12	nt	-17	-0.3	2.2
COc1ccccc1OCC(=O)NCCCN1CCOCC1	-21	-7	7	-2.6	7	0.3	16	89	-16	-0.6	2.0
O=C(CN1C(=O)CSc2ccc(C(F)(F)F)cc21)Nc1ccccc1	17	-7	4	0.7	9	0.2	-3	107	-7	0.3	7.4
COc1ccc(C(=O)NC(C)CCc2ccccc2)cc1[N+](=O)[O-] (stereo unspecified)	-3	0	2	-3.0	1	-0.1	15	112	9	-0.3	-0.6
COC(=O)CSc1[nH]c2ccc(F)cc2c1[N+](=O)[O-]	22	-4	16	-0.3	-4	2.5	2	102	-26	7.1	8.5
CN(C(=O)c1ccccc1OCc1ccc(Cl)cc1)c1ccccc1	-9	-4	16	3.2	3	1.5	-18	119	8	-1.4	-1.6
O=C(NCc1cccnc1)c1ccccc1NC(=O)c1c(F)cccc1F	-7	1	10	-1.3	-1	2.4	9	102	6	0.0	0.5
CC(C)C(=O)N1CCN(c2ccccc2NC(=O)c2cccc(Cl)c2)CC1	-8	-7	3	-2.7	-1	2.8	14	104	1	-1.7	-0.6
Cc1ccc(S(=O)(=O)c2ccc(Cl)cc2)cc1S(=O)(=O)N1CCN(C)CC1	-2	10	18	1.2	0	1.9	-7	103	7	-0.2	0.6
CCC(C)(C)n1nnnc1C(C(C)C)N1CCN(C)CC1 (stereo unspecified)	17	-3	-15	-0.9	4	0.5	5	101	0	2.0	1.1
COc1ccccc1NC(=O)CSC1CC(=O)N(c2ccc3c(c2)OCO3)C1=O (stereo unspecified)	5	-19	3	-1.2	-3	1.7	6	102	25	0.5	1.6
FC(F)(F)c1ccnc(Oc2ccc(C3=NCCS3)cc2)c1	-11	-9	-23	1.4	5	2.2	-7	102	34	-0.1	0.8
CCC(CC)C(=O)NCCc1ccc(F)cc1	-13	8	7	-0.5	0	1.9	3	nt	-15	0.7	0.7
COc1ccc2c(c1)CCCC21NC(=O)N(CC(=O)N2CC(C)OC(C)C2)C1=O (stereo unspecified)	10	1	nt	1.6	5	-0.5	-6	90	2	2.6	0.3
CCOC(=O)C1CCN(S(=O)(=O)c2ccc3c(c2)CC(=O)N3)CC1	24	-10	8	0.4	-5	2.4	-2	100	-1	-0.4	-1.9
CC1CCN(S(=O)(=O)c2cn(CC(=O)Nc3ccc(C#N)cc3)cn2)CC1	-3	-4	-8	-1.4	-4	1.4	7	103	10	1.1	3.4
CC(=O)Nc1ccc2c(c1)-c1ccc(F)cc1C2	-21	-2	-8	-0.5	5	4.4	3	nt	nt	nt	nt
Cc1ccc(C(=O)OCC(=O)c2ccc(CC(=O)N3CCOCC3)s2)c(C)c1	-10	1	-21	-1.4	3	5.4	9	102	nt	nt	nt
O=C(Cc1ccc([N+](=O)[O-])cc1)Nc1cccc(C(F)(F)F)c1	-11	-8	16	5.0	-3	1.2	-32	84	154	0.5	2.7
